High-throughput results from PubChem BioAssay.
HSF-1 act – increases HSF-1 driven luciferase reporter signal | NIH3T3-HGL HSF-1 luciferase reporter, MG132, 8 h; 100% = twice DMSO control signal | activation, % at 9 µM | actives 1.7% (n = 300,000);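 active means mean replicate activation of at least 50% with a set share of replicates each reaching 50%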;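 further: 0% = median of the neutral control wells and 100% = twice that signal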
HSP90 refold inh – blocks HSP90-mediated luciferase refolding in reticulocyte lysate | actives 0.91% (n = 290,000) | AID 1789 | Rabbit reticulocyte lysate, luciferase refolding luminescence, 3 h | inhibition, % at 5.6 µM;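 active means inhibition above the screen-wide mean plus 3 SD, computed separately per campaign, cut at about 16% in these data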;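 further: 0% = DMSO wells and 100% = 60 µM geldanamycin wells; inhibitors lower the luminescence because luciferase stays unfolded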
IEC-6 tox – kills IEC-6 intestinal cells in KLF5 counter-screen; IEC-6 cytotoxicity, luminescence viability; inhibition, % at 5 µM; actives 0.78% (n = 290,000); in the data active means inhibition above about 22%;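 further: 0% = plate median of test compound wells and 100% = cytotoxic reference compound wells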
HIF activator – HIF pathway transcriptional activation. U2OS HRE-luciferase reporter, luminescence; normalized: DMSO 0%, desferrioxamine 100%. activation, % at 7.5 µM (by protocol). AID 1910. actives 0.32% (n = 300,000);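 active means mean activation of at least 10% of the iron chelator positive control signal, with at least half of replicates also reaching 10%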
HSF1 inhib – HSF1 inhibition; actives 0.77% (n = 300,000); activity change, negative = inhibition, % at 7.5 µM (by protocol); NIH3T3-HGL HSE-luciferase, MG132-induced, luminescence 8 h; stronger effect = lower value; AID 2098;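 active means more than half of replicate wells show activity change below -50%, luminescence cut by over half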;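 further: luciferase reports HSF-1 transcriptional activity via heat shock element; 0% = median of DMSO wells and -100% = zero luminescence signal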
aSyn UTR inh – MLPCN primary screen, SNCA 5' untranslated region; actives 0.82% (n = 300,000); inhibition, % (tested at 7.5 µM); alpha-synuclein 5'UTR reporter, inhibitor activity; in the data active means inhibition above about 60%;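 further: H4 neuroglioblastoma cells stably carrying SNCA 5'UTR luciferase fusion; 0% = DMSO wells and 100% = positive control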
KLF5 inhibitor – suppresses KLF5 promoter-driven expression; actives 0.23% (n = 290,000); DLD-1 KLF5 promoter-luciferase reporter, luminescence; inhibition, % at 5 µM; AID 1700;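 active means inhibition above a per-plate limit of that plate's mean compound inhibition plus 3 SD, cut at about 60% in these data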;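 further: 0% = DMSO wells and 100% = LY294002 at 200 µM; higher means less KLF5 promoter-driven luciferase light; inactives centre near -14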
SKKanGAS inh – blocks kanamycin growth of S. pyogenes SKKanGAS strain. BacTiter-Glo, 6 h. inhibition, % at 7.5 µM. actives 1.3% (n = 300,000). AID 1662;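 active means mean replicate score, as percent of positive control median, at least 50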;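 further: strain carries kanamycin resistance gene driven by streptokinase promoter and grows in 40 µg/ml kanamycin; loss of luminescence reflects streptokinase promoter inhibition or plain growth inhibition; 0% = median of DMSO wells and 100% = positive control at its reference dose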
Platelet DG rel – platelet dense granule release activity; inhibition, %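 (compounds screened at 7.5 µM in platelet-rich plasma)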; human platelet-rich plasma, SFLLRN dense granule ATP release, luminescence; actives 0.22% (n = 300,000);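 active means mean replicate score, as percent of positive control, at or above 50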
AI-2 QS modul – modulators of Vibrio harveyi AI-2 quorum sensing system. actives 0.4% (n = 300,000). activity change, % at 7.5 µM. Vibrio harveyi JMH597 AI-2 luminescence/OD600 ratio, 9 h; stronger effect = lower value; strain lacks LuxN and CqsS sensors; 0 = neutral-control median. AID 2094; in the data active means activity change below about -75%, passing the limit was not always enough;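 further: luminescence divided by OD600 gain over 9 h not by final OD600 alone; inactives centre near 13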
Numbers without * were called inactive; / = not tested or not shown.

Every second line gives: HSF-1 act	HSP90 refold inh	IEC-6 tox	HIF activator	HSF1 inhib	aSyn UTR inh	KLF5 inhibitor	SKKanGAS inh	Platelet DG rel	AI-2 QS modul
#1 COc1ccc(NC(=O)NCc2ccccc2F)cc1OC
    4.7	0.0	-2.9	0.8	-3.5	-8.8	-36.3	19.5	-2.7	22.9
#2 Cc1nc2ccccc2n1CC(=O)NC(C)C1CC2CCC1C2 (configuration not stated)
    2.3	3.1	3.7	-0.1	1.3	-5.6	-3.9	4.7	0.2	25.1
#3 Cc1cccc(Cn2c(NCCO)nc3c2c(=O)n(C)c(=O)n3C)c1
    -4.5	-0.4	-1.4	-0.2	-3.4	9.7	-39.4	-7.2	1.9	18.8
#4 COc1ccc(C(CNC(=O)c2cccnc2SC)N2CCOCC2)cc1 (configuration not stated)
    -9.6	-2.1	-2.9	-0.8	-2.5	-3.4	-10.5	-8.5	-5.1	20.9
#5 COc1cc(COCC(O)CN2C(C)CCCC2C)cc(OC)c1OC (configuration not stated)
    -6.7	-3.9	-1.0	0.2	-8.5	-5.0	-27.7	10.8	4.0	11.6
#6 COc1cc2c(cc1NC(=O)COCC(=O)O)oc1ccccc12
    -8.1	-3.6	-0.5	-2.0	10.4	-2.3	-30.2	-3.0	5.3	22.1
#7 CC1CCCN(c2nc3ccccc3nc2C(C#N)S(=O)(=O)c2ccccc2)C1 (configuration not stated)
    4.2	2.2	0.1	1.0	4.5	-21.5	-16.4	11.1	-0.8	19.8
#8 CCn1c(SCC(N)=O)nc2cc(S(=O)(=O)N3CCOCC3)ccc21
    -3.1	0.8	-2.6	-0.8	0.6	22.8	-4.6	1.3	-0.6	1.1
#9 COc1ccc(/C=C2\SC(=S)N(CC(=O)OCC(=O)Nc3cc(Cl)cc(Cl)c3)C2=O)cc1
    10.8	0.4	-1.4	-0.5	4.9	0.9	-11.0	-6.8	4.7	5.9
#10 O=C(Nc1ccc(N2CCOCC2)cc1)c1cccc(S(=O)(=O)N2CCCCC2)c1
    2.8	3.6	4.7	0.0	-2.4	2.2	-11.7	-1.5	-4.8	-0.7
#11 CS(=O)(=O)N1CCN(C(=O)Cc2ccc(Br)cc2)CC1
    -1.6	-2.9	-7.3	-0.3	-5.4	-8.4	-30.2	2.4	-1.6	12.9
#12 CCCCc1cc(=O)oc2cc(OCC(=O)NC3CCN(Cc4ccccc4)CC3)ccc12
    21.2	3.4	-6.0	-0.3	13.8	7.5	-15.1	-10.0	24.5	7.3
#13 CC(=O)Nc1ccccc1OCCOc1ccc(Br)cc1
    -9.5	3.2	-2.2	-0.3	7.5	2.2	-23.7	0.0	5.8	2.0
#14 CCCCOC(=O)Cn1c2ccc(OC)cc2c2nc3ccccc3nc21
    8.5	6.4	3.5	-0.1	5.2	4.0	-8.6	-5.1	-3.3	35.9
#15 O=C1C2CCCCC2C(=O)N1c1ccc(NC2CCN(Cc3ccccc3)CC2)c([N+](=O)[O-])c1 (configuration not stated)
    4.1	2.7	-2.8	-0.1	3.8	-4.3	-9.0	-3.9	12.3	18.9
#16 Cc1ccc(C(C)C)c(OCCCn2ccnc2C)c1
    10.6	-1.1	3.8	0.7	-3.6	10.5	-30.4	3.8	9.1	5.1
#17 O=C(NC1CCCCC1)N(CCN1CCOCC1)Cc1cc2cc3c(cc2[nH]c1=O)OCCO3
    5.7	3.5	4.4	0.8	-2.0	-9.1	4.9	4.9	-2.7	26.4
#18 COc1cc(CNC2CCCCCCC2)cc(Cl)c1OCC(N)=O
    19.7	-1.0	3.2	-10.0	-5.9	12.8	-11.4	-14.4	-6.8	55.6
#19 COc1ccc2oc(C(=O)OCC(=O)NC(=O)c3ccccc3)c(C)c2c1
    -9.2	0.7	4.0	0.0	-1.6	0.8	-11.6	2.4	-1.0	29.7
#20 CCC(=O)Nc1cccc(-c2nc3ccc(C)cc3o2)c1
    32.4	-3.3	9.8	2.1	14.4	-74.8	-127.0	-2.0	2.2	-1.6
#21 COC(=O)c1ccc(OC(=O)C23CCC(C)(C(=O)O2)C3(C)C)cc1 (configuration not stated)
    -9.2	-1.1	-3.6	-0.1	-6.5	-9.2	-18.3	-2.2	7.6	10.5
#22 CCCN(CCC)CCCNC(=O)CCNS(=O)(=O)c1ccc(Br)cc1
    -7.0	1.4	0.5	0.7	2.6	3.6	-10.8	-1.8	-27.5	18.3
#23 Cc1c(C)c2cc3c4c(oc3c(C)c2oc1=O)CCCC4
    -4.3	-6.3	1.3	1.1	2.6	-61.9	-24.7	0.3	-2.5	18.9
#24 Oc1ccccc1-c1cc(-c2ccc(Cl)cc2)n[nH]1
    31.3	2.9	3.0	0.9	15.8	-125.5	-128.2	41.5	/	16.0
#25 Cc1cnc(SCc2cnc(C)nc2N)nc1
    -1.4	1.4	-2.3	-0.7	-5.5	-17.0	-40.0	-0.6	3.6	14.6
#26 Cc1nnc(NC(=O)CSc2nnc(CNC(=O)C34CC5CC(CC(C5)C3)C4)n2C2CCCCC2)s1
    -15.2	-0.8	1.0	0.2	0.7	-18.3	-45.2	3.1	-2.0	41.3
#27 CCC(CC)NC(=O)COn1nnc2ccc(S(=O)(=O)N3CCOCC3)cc21
    -9.7	/	/	-0.2	-5.8	4.6	/	-5.7	1.4	23.7
#28 O=C(N/N=C/c1ccc(O)cc1)c1cccc(C(F)(F)F)c1
    2.0	-2.9	1.5	0.0	-2.2	7.5	-34.1	-11.7	-3.1	17.4
#29 CCCCN1/C(=C/c2ccc3ccccc3[n+]2CC)Sc2ccccc21
    56.9*	-1.0	41.6*	0.4	11.4	80.2*	6.8	-13.7	-6.8	27.5
#30 Cc1ccccc1NS(=O)(=O)c1ccc(C(=O)N2CCCC2)cc1
    11.7	/	/	-0.1	-4.3	-3.0	/	-19.6	-21.5	-6.2
#31 COCCCNc1oc(-c2ccccc2OC)nc1C#N
    2.7	0.1	3.9	-0.3	3.5	20.0	-26.5	0.1	-2.6	11.1
#32 CCN(CC)CCNC(=O)/C(=C/c1cn(CC)c2ccccc12)NC(=O)c1cc(OC)c(OC)c(OC)c1
    10.3	3.0	2.1	0.5	-3.6	-6.5	-30.5	9.2	5.1	2.6
#33 CC(C)OP(=O)(OC(C)C)C(NC(=O)c1ccccc1)C(N)=O (configuration not stated)
    2.5	-1.6	-0.4	-0.7	2.9	9.4	-10.6	-10.4	-13.4	11.7
#34 CCc1ccccc1NC(=O)/C(=C/c1ccco1)c1ccccc1
    3.1	4.7	1.9	0.0	-4.2	9.6	-20.0	4.2	12.4	13.4
#35 COc1ccc(NC(=O)COC(=O)C2CC(=O)N(c3ccc(C)cc3)C2)cc1 (configuration not stated)
    5.3	-1.1	-2.2	-29.6	-3.8	-9.7	10.2	-3.1	1.0	/
#36 CC(C)(C)C(=O)c1cnc(Nc2ccccc2Cl)s1
    41.5	3.3	7.2	2.2	11.7	-145.8	-165.2	12.3	-4.9	43.1
#37 O=C(NCCCn1ccnc1)c1cc(Br)c(Br)s1
    -10.8	-6.3	-4.3	-1.0	-8.3	15.4	-29.4	-1.6	7.4	11.7
#38 Cc1ccc(S(=O)(=O)N(CC(=O)N/N=C/c2ccccc2C(=O)O)c2cc(Cl)cc(Cl)c2)cc1
    -10.1	-1.7	-1.2	-0.5	-5.7	41.0	-4.8	17.5	9.4	20.1
#39 CCCCN1C(=O)/C(=C/C=C2\Oc3ccccc3N2CC)SC1=S
    -15.0	-3.0	1.3	-0.4	3.8	5.9	-35.2	0.8	4.9	34.7
#40 O=C(COc1ccc2c3c(c(=O)oc2c1)CCCC3)NCCCn1ccnc1
    -7.4	-0.2	7.2	-0.1	-5.3	6.4	-21.1	1.5	15.3	26.0
#41 O=C(CSc1nnc(-c2ccc(S(=O)(=O)N3CCCC3)cc2)n1CC1CCCO1)NC1CC1 (configuration not stated)
    1.3	-2.1	-1.6	-24.0	-6.5	17.1	-40.0	3.1	4.6	27.9
#42 O=C(NC1CCCC1)C(c1ccc(F)cc1)N(Cc1ccc(Cl)cc1)C(=O)CCl (configuration not stated)
    16.2	3.6	0.8	-0.7	2.9	4.0	-16.1	-2.4	9.1	14.3
#43 Cc1ccc(-c2cc(C(=O)NC3=NCCS3)c3ccccc3n2)cc1C
    7.5	-1.8	-3.5	3.4	18.9	-167.5	7.8	-7.9	7.0	74.6
#44 Cc1cccc(Nc2nnc(SCC(=O)NC3CCCc4ccccc43)s2)c1 (configuration not stated)
    18.8	3.1	1.6	0.6	5.2	-20.1	17.1	5.7	4.2	22.9
#45 COc1cc(-c2n[nH]c(=S)n2-c2ccc(Br)cc2)cc(OC)c1OC
    12.3	0.2	1.8	1.8	1.6	25.7	-35.2	1.3	22.1	15.5
#46 CN(C)C1=NC[C@H](Cc2ccccc2)N1CC1CCC(C(C)(C)C)CC1 (some centres not stated)
    1.6	-3.3	2.8	-0.3	0.8	-28.2	-24.0	1.1	-1.8	8.5
#47 COc1ccc(CN(C)C2c3ccccc3-c3ccccc32)cc1
    -5.2	0.6	-1.3	-0.6	1.1	19.8	5.4	-4.6	15.3	8.6
#48 CCc1ccc2[nH]c(=O)c(CN(CCN(CC)CC)C(=O)NC3CCCCC3)cc2c1
    6.4	/	/	-0.3	0.1	-12.0	/	-2.5	-19.9	10.9
#49 CCCCn1c(SCc2c(C)noc2C)nc2cc(S(N)(=O)=O)ccc21
    51.7*	8.9	30.3*	-0.4	30.4	-40.3	-24.8	-4.3	17.6	19.6
#50 Cc1ccccc1CN1CCN(CCCc2ccccc2)C(CCO)C1 (configuration not stated)
    5.7	-1.9	-4.0	-0.8	-3.4	4.3	7.2	-0.7	4.2	9.2
#51 Cc1ccc2[nH]c(=O)c3cc(C(=O)N4CCN(C(=O)c5ccco5)CC4)sc3c2c1
    -11.8	4.1	1.9	-0.1	2.0	-6.4	-27.9	4.5	-0.9	34.1
#52 COc1ccc(NC(=O)COC(=O)c2ccc(S(=O)(=O)N(C)c3ccccc3OC)cc2)cc1OC
    44.3	0.8	-6.0	-0.2	11.4	1.7	3.5	-0.2	13.1	-0.7
#53 Cc1cc(C(=O)NNC(=O)COc2ccccc2Cl)n[nH]1
    -7.5	1.4	3.1	-3.1	-1.7	13.3	-5.0	0.6	1.8	28.5
#54 Cc1c(C(=O)Nc2ccncc2)sc2nc(-c3ccc(F)cc3)cn12
    2.4	-2.7	2.4	1.6	8.3	-27.8	-28.2	-5.7	0.0	7.2
#55 Cc1ccc(C(=O)COC(=O)CNC(=O)c2ccc(Br)o2)cc1[N+](=O)[O-]
    -4.5	0.6	-0.5	-0.5	-10.0	-8.1	-26.8	1.8	3.8	16.0
#56 CN(Cc1ccccc1F)c1ccc(S(=O)(=O)N2CCCC2)cn1
    7.0	-2.0	-9.0	-0.5	-5.1	-18.9	-12.5	-0.1	1.0	42.2
#57 Cc1cccc(C(C)C)c1NC(=O)COC(=O)CCN1C(=O)C2CC=CCC2C1=O (configuration not stated)
    12.0	6.4	0.5	0.1	-1.7	-3.0	-34.6	-12.3	24.2	6.6
#58 Cc1ccc(Cn2ncc3c(N4CCN(c5ccccc5C)CC4)ncnc32)cc1
    4.7	-2.4	-8.6	0.2	9.4	2.0	-6.2	17.2	-1.1	12.7
